CCR6 antagonist – CCR6 receptor antagonists, primary screen, cell-based, CHO-K1, luminescence, beta-arrestin, uHTS; C-C chemokine receptor type 6 (Homo sapiens), P51684; CHO-K1 CCR6 PathHunter beta-arrestin, CCL20-stimulated; inhibition, % at 20 µM; 340,000 compounds, 0.49% hits;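 active = compounds whose inhibition of the agonist-driven luminescence signal at 20 µM reaches about 50%, limit read from the data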;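 note: cells stimulated with CCL20 at 14 nM final; plate controls were DMSO with CCL20 for no effect and DMSO without agonist for full effect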
CXCR6 block – CXCR6 receptor inhibitors, primary screen, cell-based, beta-arrestin, luminescence, CHO-K1 PathHunter, 1536-well. C-X-C chemokine receptor type 6 (Homo sapiens), O00574. inhibition, % at 20 µM. 360,000 compounds, 0.36% hits. AID 602244, 2012; in the data active = inhibition above about 34%, passing the limit was not always enough;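 note: antagonist mode with CXCL16 agonist at 10 nM final; 0% = 10 nM CXCL16 with DMSO and 100% = unstimulated wells without agonist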
A3A deaminase – APOBEC3A ssDNA deaminase inhibitors, primary screen, selectivity assay for APOBEC3G inhibitor project, biochemical, FAM/TAMRA oligo cleavage fluorescence; DNA dC->dU-editing enzyme APOBEC-3A (Homo sapiens), P31941; recombinant A3A, FAM/TAMRA ssDNA deamination fluorescence; inhibition, % at 20 µM; 330,000 compounds, 0.41% hits;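 active = at least 40% inhibition at 20 µM here, with at most 30% in a related deaminase screen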;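 note: plate controls were A3A with DMSO for no effect and wells lacking A3A enzyme for full effect; some results filed as inactive read as strong as hits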
Target sequence (P31941 whole entry, looked up): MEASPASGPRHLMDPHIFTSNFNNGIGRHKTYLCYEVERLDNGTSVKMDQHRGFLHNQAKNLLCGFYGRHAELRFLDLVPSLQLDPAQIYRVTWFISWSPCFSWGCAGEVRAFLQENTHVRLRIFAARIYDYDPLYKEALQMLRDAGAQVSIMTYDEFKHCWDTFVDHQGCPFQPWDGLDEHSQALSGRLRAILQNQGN
GRIN3A LBD mod – binders of NR3A ligand-binding domain, primary screen, biophysical, differential scanning fluorimetry, uHTS; Glutamate receptor ionotropic, NMDA 3A (GRIN3A) ligand-binding domain; Tm shift relative to glycine control, % at 25 µM; AID 1259313, 2017; NR3A LBD differential scanning fluorimetry, Tm shift; 0% = protein alone, 100% = glycine-bound protein; 340,000 compounds, 2.5% hits;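 active = melting temperature shift of at least 10% of the positive control shift, at one fixed dose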
MPTP inh – mitochondrial permeability transition pore inhibitors, primary screen, biochemical, isolated mouse mitochondria, absorbance; inhibition, % at 10 µM; AID 602449, 2012; 360,000 compounds, 1.4% hits; Ca2+ swelling absorbance, 30 min;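 active = inhibition of 50% or more, scaled per plate between neutral and stimulator controls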;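 note: 0% = DMSO wells given calcium and 100% = 1 mM EGTA wells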
Gli-Sufu antag – Gli-Sufu pathway antagonists, primary screen, luciferase luminescence, Sufu-KO-LIGHT cells, uHTS; Sufu-KO-LIGHT fibroblasts, Gli luciferase reporter luminescence; inhibition, % at 5 µM; 340,000 compounds, 0.74% hits; AID 588413, 2011;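 active = inhibition above about 55%, limit read from the data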;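 note: 0% = DMSO-treated cells and 100% = wells with medium but no cells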
EBI2 block – EBI2 receptor antagonists, beta-arrestin recruitment, primary screen, cell-based, luminescence, 7a,25-OHC stimulation, uHTS | 360,000 compounds, 0.81% hits | 7a,25-OHC stimulated | inhibition, % at 5 µM | G-protein coupled receptor 183 (Homo sapiens), P32249; in the data active = inhibition above about 38%;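 note: enzyme fragment complementation signal reports receptor beta-arrestin coupling in cells; 0% = agonist plus DMSO wells and 100% = wells without agonist; some results beyond the cut were filed as inactive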
Target sequence (P32249 whole entry, looked up, the tested form may be a part): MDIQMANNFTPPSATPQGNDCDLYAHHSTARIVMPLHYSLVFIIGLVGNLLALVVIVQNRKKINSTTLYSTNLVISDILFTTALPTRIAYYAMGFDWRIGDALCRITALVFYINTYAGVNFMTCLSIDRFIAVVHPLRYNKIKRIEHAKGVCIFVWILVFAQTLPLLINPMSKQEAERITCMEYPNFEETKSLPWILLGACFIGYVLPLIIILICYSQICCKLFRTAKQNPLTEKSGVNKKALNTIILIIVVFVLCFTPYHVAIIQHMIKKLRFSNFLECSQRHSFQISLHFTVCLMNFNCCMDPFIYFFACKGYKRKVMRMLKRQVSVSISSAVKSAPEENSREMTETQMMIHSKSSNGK
A3G deaminase – APOBEC3G DNA deaminase inhibitors, primary screen, biochemical, fluorescence, single-stranded DNA substrate, uHTS. DNA dC->dU-editing enzyme APOBEC-3G (Homo sapiens), Q9HC16. recombinant A3G, ssDNA deamination FAM/TAMRA fluorescence. inhibition, % at 20 µM. 330,000 compounds, 0.28% hits;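 active = inhibition of at least 40% at 20 µM, with no more than 30% in the related APOBEC3A deaminase screen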;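 note: plate controls were DMSO wells with A3G for no effect and wells lacking A3G enzyme for full effect; some compounds called inactive have numbers as strong as hits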
Target sequence (Q9HC16 whole entry, looked up): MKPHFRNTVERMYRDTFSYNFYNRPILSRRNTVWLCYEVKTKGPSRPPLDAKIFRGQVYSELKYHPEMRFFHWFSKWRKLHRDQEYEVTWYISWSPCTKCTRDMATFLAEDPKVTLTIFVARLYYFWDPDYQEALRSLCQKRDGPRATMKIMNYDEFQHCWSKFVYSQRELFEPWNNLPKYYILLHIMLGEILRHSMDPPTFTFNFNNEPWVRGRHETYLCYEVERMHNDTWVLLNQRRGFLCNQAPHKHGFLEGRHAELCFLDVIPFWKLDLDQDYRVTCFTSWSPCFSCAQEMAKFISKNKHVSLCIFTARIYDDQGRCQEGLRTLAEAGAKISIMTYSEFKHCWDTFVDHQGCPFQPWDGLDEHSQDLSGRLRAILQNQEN
* = called active by the depositor; x = no result given.

SMILES | CCR6 antagonist | CXCR6 block | A3A deaminase | GRIN3A LBD mod | MPTP inh | Gli-Sufu antag | EBI2 block | A3G deaminase
O=C(NC1CCCCC1)C(c1ccc2ncccc2c1)N(Cc1ccccc1)C(=O)c1ccc2c(c1)OCCO2 (centres undefined) | -2 | 4 | 0 | -2 | -1.6 | 3 | 9 | -4
COc1ccc(N=Nc2ccc(O)c3ncccc23)cc1 | 38 | 23 | -1 | -2 | 2.1 | 61* | 12 | 14
COc1ccc(NC(=O)CSc2nnc(Cn3cnc4ccccc43)n2C)cc1 | 12 | 8 | -3 | 1 | -1.4 | 6 | -3 | -8
O=C(COC(=O)CNC(=O)c1cccc([N+](=O)[O-])c1)NCc1ccco1 | -2 | -7 | 4 | -3 | 0.0 | -6 | -14 | 4
O=C(Nc1cccn2ncnc12)c1ccc(Cl)cc1Cl | -10 | -2 | 1 | 0 | 0.4 | -7 | -8 | 1
CCN1C(=O)c2ccccc2S(=O)(=O)c2ccc(C(=O)NCCCN(CC(C)C)CC(C)C)cc21 | 3 | 14 | 2 | -1 | -1.0 | 19 | 7 | 2
O=C1[C@H](Cc2ccccc2)NCCCC[C@H](c2ccc(Cl)cc2)N1Cc1ccc(Cl)cc1 | 24 | 7 | x | 1 | -1.2 | -2 | 5 | x
O=C1N/C(=N\N=C\c2cccnc2)SC1Cc1ccc(SC(F)F)cc1 (centres undefined) | 18 | 23 | 1 | -15 | 15 | 27 | 6 | 0
Cc1cccc(N(CC(=O)NC(C)C)C(=O)CCC(=O)Nc2nccs2)c1 | -1 | -2 | 7 | 0 | 0.2 | 0 | -8 | 3
CCC(C)Nc1c2c(nc3c(-c4ccccc4)c(C)nn13)CCC2 (centres undefined) | 13 | 5 | -3 | -1 | 6.5 | 0 | -28 | -7
C=C1CCC[C@]2(C)C[C@H]3OC(=O)C(CN(Cc4ccc(OC)c(OC)c4)CC(C)O)[C@H]3CC12 (some centres undefined) | 4 | 2 | -3 | -1 | -0.2 | 1 | 1 | -8
O=C(NC1CS(=O)(=O)CC1NCc1ccco1)c1ccccc1 (centres undefined) | 0 | -2 | -4 | -1 | -1.4 | -3 | 3 | -5
Cc1ccc(S(=O)(=O)NC2=NCN(CCOC(=O)c3ccc([N+](=O)[O-])cc3)CN2)cc1 | 4 | 1 | 3 | -1 | -1.7 | 10 | -10 | -1
CCc1ccc(C(C(=O)NC2CCCC2)N(C(=O)/C=C/C(=O)Nc2cc(C)on2)c2ccccc2C)cc1 (centres undefined) | 20 | 3 | -3 | -2 | 7.3 | 15 | 27 | -6
O=C(CSc1ccccn1)N1CCCC(Nc2ccc(F)c(F)c2)C1 (centres undefined) | 23 | -1 | 2 | 0 | 0.8 | -3 | -4 | 12
CCN(CC)c1ccc(-c2nnc(SCC(=O)N(CCOC)c3c(N)n(CC(C)C)c(=O)[nH]c3=O)o2)cc1 | 0 | -2 | -5 | 2 | -2.9 | -14 | -9 | 0
CCc1ccc(/C=N/N2CCN(c3ccccn3)CC2)cc1 | -2 | -3 | -5 | 2 | 0.8 | -36 | 8 | -11
O=C(CSc1nc2nn(-c3ccccc3)c(=O)c-2c2n1CCCCC2)NCCCc1ccccc1 | 15 | 10 | 0 | -3 | 0.2 | 5 | 18 | -5
O=C(N/N=C/c1ccccc1O)C(=O)Nc1ccccn1 | -11 | -12 | -1 | 1 | -14 | 2 | -1 | -7
CCCOC(=O)c1ccc(Oc2cn[nH]c2-c2ccc(OCC(=O)NN)cc2O)cc1 | 4 | -17 | 9 | -7 | 14 | -1 | 3 | -9
CCOC(=O)N1CCN(C/C(C)=C/c2ccccc2)CC1 | 8 | 3 | -1 | -1 | -1.2 | -3 | -3 | -6
COc1cccc(-c2nnc(N(C)C(=O)C3CCOC3)s2)c1 (centres undefined) | 2 | -2 | -3 | -3 | -1.9 | -26 | -9 | -2
CC(NC(=O)C1CCN(C(=O)c2cccs2)CC1)c1ccc(S(N)(=O)=O)cc1 (centres undefined) | 1 | 1 | -14 | -1 | 0.5 | -2 | -5 | -22
CCc1ccc(CC)c(S(=O)(=O)Nc2ccc(C(=O)O)c(O)c2)c1 | 8 | 2 | -4 | -10 | 0.8 | -7 | -3 | -7
Cn1c(COc2ccc(C(=O)O)cc2)nc2ccccc21 | -1 | -7 | -2 | 1 | -0.8 | 5 | 7 | -8

Looked up above.
Under MPTP inh, O=C1N/C(=N\N=C\c2cccnc2)SC1Cc1ccc(SC(F)F)cc1 (centres undefined) has 15
Under CXCR6 block, O=C(Nc1cccn2ncnc12)c1ccc(Cl)cc1Cl has -2
Under A3G deaminase, CC(NC(=O)C1CCN(C(=O)c2cccs2)CC1)c1ccc(S(N)(=O)=O)cc1 (centres undefined) has -22

Continuation:
SMILES | CCR6 antagonist | CXCR6 block | A3A deaminase | GRIN3A LBD mod | MPTP inh | Gli-Sufu antag | EBI2 block | A3G deaminase
Cc1nnc2c(-c3ccccc3)nc3ccccc3n12 | 5 | 2 | -5 | 3 | 1.1 | 5 | -6 | -4
COc1ccc2c(C)c(Cc3ccccc3)c(=O)oc2c1OC | 21 | 9 | 3 | 3 | -0.4 | 8 | 10 | 0
COC(=O)CSc1n[nH]c(-c2cccnc2)n1 | 1 | -10 | 3 | -1 | 1.3 | 5 | 1 | -1
CCSC1=N/C(=C\c2ccc(OC)cc2)C(=O)N1 | 13 | 3 | 1 | -10 | -0.5 | 1 | 5 | -7
CC[C@]12c3[nH]c4ccc(Cl)cc4c3CCN1C(=O)[C@@H](CC(=O)NC(C)(C)C)C[C@@H]2C(=O)N1CCN(C(=O)c2ccco2)CC1 | 15 | -2 | 2 | 2 | 0.9 | -8 | 4 | 0
O=c1cc(CN2CCN(Cc3ccccc3)CC2)c2cc(Cl)ccc2o1 | 3 | 12 | x | -3 | -0.1 | 15 | 7 | x
Cc1ccc(-c2nnn(CC(=O)NC(=O)NC3CCCCC3)n2)cc1 | 9 | 4 | -4 | -10 | -1.4 | 0 | -2 | -6
CCn1cc(C(=O)N2CCN(C(=O)c3ccco3)CC2)c2cc(OC)c(OC)cc2c1=O | -14 | -5 | 0 | -3 | -1.0 | -2 | -11 | 1
O=C1N[C@H](Cc2ccccc2)COC(=O)[C@H](Cc2ccc(F)cc2)C/C=C\C[C@@H]1CC(=O)N(CCO)Cc1ccccc1 | 23 | 25 | -4 | -7 | -0.8 | 5 | 11 | -4
COc1ccc(CN2CCCC(C(=O)N3CCc4ccccc4C3)C2)cc1OC (centres undefined) | 3 | 4 | -2 | -2 | 0.6 | 25 | -4 | -1
CCOc1cc(/C=N/NC(=O)C(=O)Nc2cc(Cl)ccc2C)ccc1O | 4 | -2 | -4 | 0 | 0.9 | -4 | -20 | -5
CCOC(=O)c1cc2sc(C)cc2n1CC(=O)Nc1ccc2c(c1)OCCO2 | 26 | 4 | -1 | -2 | 2.2 | 0 | 10 | -5
CCCCNC(=O)n1c(=O)oc2ccc(Cl)cc21 | -4 | -16 | -2 | -1 | -2.3 | -1 | -8 | -5
C#CCOCCOCCOCCNc1nc(N2CCN(C(=O)[C@H](CCC(=O)O)n3cc(C(N)CC(C)C)nn3)CC2)nc(N2CCN(C(=O)[C@H](CCC(=O)O)n3cc(C(N)[C@H](C)CC)nn3)CC2)n1 (some centres undefined) | 8 | 4 | -2 | 0 | 0.1 | -7 | 1 | -2
O=C(NCc1ccc(Cl)cc1)c1ccc(CSc2nc3ccncc3[nH]2)cc1 | 16 | -4 | 2 | -1 | 1.1 | -2 | 9 | -3
Cc1ccc(OCCNC(=O)c2cncc(Br)c2)cc1C | 25 | 7 | 5 | 1 | 2.8 | 7 | 10 | 1
Cc1ccc(NS(=O)(=O)c2cc(C(=O)N3CCOCC3)ccc2C)cc1C | -3 | -5 | 3 | -1 | -1.0 | 5 | 7 | -3
CC(C)(C)NC(=O)C(c1ccccc1)N(Cc1ccco1)C(=O)c1csnn1 (centres undefined) | -3 | 0 | 1 | 1 | 1.1 | 5 | -6 | -1
Cc1ccc(N(CC(=O)NC(C)(C)C)C(=O)CNC(=O)c2cccs2)c(C)c1 | 10 | -1 | -4 | -1 | -1.8 | 1 | -10 | -8
c1ccc(-c2nc3ccccc3c3nncn23)cc1 | 10 | -1 | 0 | -1 | 0.6 | -1 | -13 | -2
Cn1c(SCc2ccc(Cl)cc2)nnc1-c1ccc2nonc2c1 | 10 | 9 | 0 | 0 | 2.4 | -1 | 14 | -1
CCOCc1nnc(NC(=O)CSc2ccccc2)s1 | -13 | 0 | 1 | 0 | -2.2 | -5 | 4 | -4
c1cncc(-c2nc(NCC3CCCO3)c3ccccc3n2)c1 (centres undefined) | 3 | 0 | -2 | 1 | -2.3 | -14 | -9 | -3
Cc1ccc(NC(=O)CCCC(=O)OC(C)C(=O)c2ccccc2)cc1 (centres undefined) | 11 | 3 | -2 | 0 | -0.9 | -5 | 10 | -10
N#CC1(NC(=O)Cn2ncc(Cl)c(Cl)c2=O)CCCCC1 | -2 | -5 | 6 | -1 | 0.6 | 1 | 19 | -3
SMILES | CCR6 antagonist | CXCR6 block | A3A deaminase | GRIN3A LBD mod | MPTP inh | Gli-Sufu antag | EBI2 block | A3G deaminase
Cc1ccc(C)c(S(=O)(=O)NCC(c2ccc3c(c2)OCO3)N2CCOCC2)c1 (centres undefined) | -5 | 10 | -2 | 0 | -1.2 | -5 | -3 | -9
CC(C)CNC(=O)[C@H](Cc1ccccc1)NC(=O)c1cccs1 | 7 | 3 | 7 | -2 | 2.6 | -6 | 1 | -1
COc1ccc(-n2ncc3c(=O)n(Cc4c(F)cccc4Cl)cnc32)cc1 | -10 | 2 | 2 | 1 | -0.4 | -31 | 11 | -9
O=C1C=C(Nc2ccccc2)CC(c2ccccc2)C1 (centres undefined) | 9 | -1 | -1 | -2 | -2.5 | -7 | 12 | -7
Cn1c(=O)n(/N=C/c2ccccc2)c2ccccc21 | 5 | -18 | -4 | -4 | 0.4 | -6 | -6 | -10
C=CCOc1ccc(CNc2ccc3[nH]c(=O)[nH]c3c2)cc1OCC | 2 | -14 | -3 | 3 | 2.0 | x | 2 | -13
COc1ccc(-c2noc(N3CCC(C(=O)NCCCN4CCC(C)CC4)CC3)n2)cc1 | -2 | -7 | -7 | 2 | 20 | 3 | 10 | -9
CSc1nc(O)c(C(c2ccc(OC(C)C)cc2)c2c(O)nc(SC)[nH]c2=O)c(=O)[nH]1 | 3 | -13 | 0 | 2 | 7.5 | -1 | -6 | -2
O=C(/C=C/Nc1ccccc1OC(F)(F)F)C(F)(F)F | -2 | -2 | -3 | -2 | 0.1 | -2 | -5 | -5
NS(=O)(=O)c1ccc(NC(=O)CSc2nnc(-c3cnccn3)n2-c2ccccc2)cc1 | 13 | -8 | -1 | 0 | -4.9 | 14 | -2 | -6
O=C(NCCC(=O)N1CCc2ccccc21)c1ccccc1Cl | 13 | -5 | -1 | 2 | -2.2 | 15 | -2 | -1
Cc1ccc(C(C(=O)NC(C)(C)C)N(CC2CCCO2)C(=O)c2csnn2)cc1 (centres undefined) | 5 | 3 | 2 | -5 | -0.3 | 11 | 5 | -3
CCc1c(C)nc2ncnn2c1N1CCC(C(=O)Nc2ccc(C)cc2)CC1 | 10 | -7 | -1 | -6 | 4.2 | 22 | -3 | -6

Source: PubChem BioAssay

Random draw from the library (roughly 5.8% active in at least one column).
